XiGFP reactiv = reactivates the inactive X chromosome in mouse fibroblasts | XiGFP mouse fibroblasts, % GFP-positive cells imaging, 3 d; cells co-treated with 5-aza-dC sensitizer; scaled so ellipticine positive control = 100% | activation, % at 7.58 µM | hit rate 0.055% among 360,000 | AID 743238;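 active means mean normalized replicate activation at least 10% and every replicate at or above 10%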;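 further: 0% = median of on-plate neutral control wells and 100% = ellipticine 6 µM median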
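Assay system – SV40-immortalized XiGFP fibroblast cells, line 68-5-11 · Buffer or medium – DMEM supplemented with 5-aza-dC as sensitizing agent · Dosing – one concentration, pinned · Benchmarks – positive control ellipticine, 6 µM final · Times – 3 days compound exposure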
esBAF inh = blocks esBAF chromatin remodeling in mouse ES cells; AID 602393; reporter increase, % at 12.5 µM; hit rate 2% among 350,000; Bmi1-luciferase knock-in reporter, 24 h; 100% = twice the neutral-well signal; in the data active means activation above about 40%;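 further: 0% = median of the plate's neutral control wells and 100% = double that signal; a rise in the Bmi1 reporter signal indicates esBAF inhibition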
EWS-Fli block = inhibitors of EWS/Fli oncoprotein transcriptional activity. AID 651661. hit rate 0.67% among 350,000. inhibition, % at 12.6 µM. A673 NR0B1-luciferase reporter, viability-normalised;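 active means mean inhibition of at least 50% after viability correction, with every replicate also passing that limit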;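 further: firefly luciferase signal divided by Alamar Blue viability fluorescence both relative to DMSO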
E-sel inducer = E-selectin induction on HUVECs; P16581; HUVEC E-selectin immunofluorescence imaging; normalized: neutral wells 0, TNF-alpha wells 100; activation, % at 7.58 µM; hit rate 0.37% among 260,000; AID 686992;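 active means mean E-selectin-positive cell signal at least 10% of the positive control, reached in at least 60% of replicates, without over 20% cell loss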;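 further: in these data hits start at about 27%; measured in HUVEC primary endothelial cells; signal is the percent of cells scored E-selectin positive by PE staining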
Target sequence (P16581 whole entry, looked up): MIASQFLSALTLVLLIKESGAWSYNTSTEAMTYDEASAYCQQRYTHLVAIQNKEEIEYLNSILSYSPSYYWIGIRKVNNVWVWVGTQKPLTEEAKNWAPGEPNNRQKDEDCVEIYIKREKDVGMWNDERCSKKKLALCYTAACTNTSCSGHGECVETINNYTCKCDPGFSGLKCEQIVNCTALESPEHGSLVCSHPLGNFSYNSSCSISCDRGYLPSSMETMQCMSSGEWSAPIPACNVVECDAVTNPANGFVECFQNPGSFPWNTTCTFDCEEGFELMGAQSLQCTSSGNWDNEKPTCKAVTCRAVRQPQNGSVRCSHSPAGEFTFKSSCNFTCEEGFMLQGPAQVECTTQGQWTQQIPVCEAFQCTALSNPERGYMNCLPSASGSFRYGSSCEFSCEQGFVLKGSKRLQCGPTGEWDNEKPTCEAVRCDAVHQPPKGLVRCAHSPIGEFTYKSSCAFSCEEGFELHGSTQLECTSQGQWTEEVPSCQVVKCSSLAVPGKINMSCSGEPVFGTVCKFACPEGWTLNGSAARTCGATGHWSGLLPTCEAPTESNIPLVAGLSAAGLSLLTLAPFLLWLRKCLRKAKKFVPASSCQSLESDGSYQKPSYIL
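Test system: HUVEC; input: 3,000 HUVEC/well; measured by: immunofluorescence imaging; read-out: % PE-positive cells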
FN deposition inh = fibronectin deposition inhibition. AH1F fibroblasts, Alexa488-fibronectin deposition fluorescence, overnight. inhibition, % at 12.6 µM. hit rate 0.086% among 350,000;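 active means mean inhibition across replicates of 30% or more, regardless of how many single replicates reach that level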;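 further: positive control wells lacked labelled fibronectin entirely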
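Material – AH1F fibroblast monolayer, labelled fibronectin deposition · Reagent – labelled fibronectin 24 nM · Timing – 1 h adhesion, overnight exposure · Measured by – fluorescence at 485 nm excitation, 525 nm emission · Read-out – inhibition of fibronectin deposition signal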
S100A4 MyoIIA = inhibitors of human S100A4 binding to myosin IIA peptide; S100A4/TAMRA-MyoIIA peptide fluorescence polarization; inhibition, % at 10.7 µM; hit rate 0.14% among 360,000; P26447;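 active means mean inhibition of at least 70% across replicates, with every replicate also reaching that level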
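Test system – S100A4 monomer (human) · Compound – single-point compound testing · Schedule – 5 min incubation before reading · Probe or stimulus – TAMRA-labelled myosin IIA heavy-chain peptide probe, 5 nM · Benchmarks – neutral control DMSO, positive control TFP · Medium – Calcium-containing HEPES buffer, pH 7.2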
RAD54 inh = inhibitors of human RAD54 branch migration. RAD54 Holliday junction branch migration, FAM/BHQ fluorescence. inhibition, % at 10.4 µM. hit rate 0.14% among 360,000. AID 602329;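 active means mean normalized replicate activity at least 40 and at least half of replicates scoring 40 or more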;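 further: 0% = median of neutral control wells and 100% = median of positive control wells; inhibitors cause a drop in the FAM fluorescence signal; in these data hits start at about 50%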
RAD52 anneal inh = blocks human RAD52 DNA annealing; inhibition, % at 18.7 µM; recombinant RAD52 DNA annealing, FRET fluorescence; hit rate 0.46% among 360,000;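 active means every replicate showing at least 50% inhibition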
Target sequence (P43351 whole entry, looked up): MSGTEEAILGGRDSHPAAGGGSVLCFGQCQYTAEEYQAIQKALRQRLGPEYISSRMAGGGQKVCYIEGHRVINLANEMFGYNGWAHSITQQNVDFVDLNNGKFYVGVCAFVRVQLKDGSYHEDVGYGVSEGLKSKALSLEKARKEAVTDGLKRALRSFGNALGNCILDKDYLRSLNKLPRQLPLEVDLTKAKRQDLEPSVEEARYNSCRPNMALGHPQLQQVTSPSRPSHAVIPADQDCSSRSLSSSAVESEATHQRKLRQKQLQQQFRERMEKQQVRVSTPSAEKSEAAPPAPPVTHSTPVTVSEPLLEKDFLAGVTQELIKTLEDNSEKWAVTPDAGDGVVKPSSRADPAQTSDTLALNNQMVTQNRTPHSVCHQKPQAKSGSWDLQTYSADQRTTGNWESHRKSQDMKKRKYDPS
The depositor's hits bear a star; / = no result given; & = joins results of further samples.

No.	Molecule	XiGFP reactiv	esBAF inh	EWS-Fli block	E-sel inducer	FN deposition inh	S100A4 MyoIIA	RAD54 inh	RAD52 anneal inh
1	C=CCn1cn[nH]c1=S	0.8	-6	8	2.2	0	-7	1	-9
2	O=C(CN1C(=O)c2ccc([N+](=O)[O-])cc2C1=O)NCc1ccco1	0.1	-5	-5	1.1	0	12	3	-4
3	CCOC(=O)c1sc2nc(CSc3ccccc3)[nH]c(=O)c2c1C	21*	0	0	/	/	-1	3	-30
4	O=C(CN1CCN(c2ccccc2F)CC1)NC(=O)NCc1ccccc1	0.1	/	-4	/	2	1	/	1
5	OCc1ccccc1-c1ccc2nccn2c1	0.1	-2	-7	0.0	-9	-2	4	-17
6	CSc1ccc(CN(C)CC(=O)NCc2ccccc2)cc1	0.1	/	-8	0.1	-2	-1	/	-3
7	COc1cccc(C(=O)Oc2ccccc2/C=C\C(=O)c2cc3ccccc3o2)c1	0.4	/	-18	/	-16	-4	11	-1
8	CC(C)(C)c1nc(SCC(=O)NCc2cccs2)c2ccccc2n1	0.0	/	5	/	4	2	/	0
9	CC1(C)CC(=O)C=C(Nc2cccc(C(F)(F)F)c2)C1	0.1	-7	9	/	1	-3	-1	1
10	COC(C(=O)N/N=C(\C)c1ccc(C(C)(C)C)cc1)c1ccccc1 (stereo unspecified)	0.1	-6	-5	0.0	-1	-3	-8	-2
11	Cc1c(Cl)ccc(S(=O)(=O)N2CCN(C)CC2)c1Cl	0.0	6	-2	/	-12	-5	9	-39
12	CC(=O)C1=C(C)NC(=S)NC1c1ccccc1 (stereo unspecified)	-0.2	/	-24	-0.3	0	-4	/	-12

Looked up by structure from the list above (four):
No.	Molecule	XiGFP reactiv	esBAF inh	EWS-Fli block	E-sel inducer	FN deposition inh	S100A4 MyoIIA	RAD54 inh	RAD52 anneal inh
8	CC(C)(C)c1nc(SCC(=O)NCc2cccs2)c2ccccc2n1	0.0	/	5	/	4	2	/	0
5	OCc1ccccc1-c1ccc2nccn2c1	0.1	-2	-7	0.0	-9	-2	4	-17
3	CCOC(=O)c1sc2nc(CSc3ccccc3)[nH]c(=O)c2c1C	21*	0	0	/	/	-1	3	-30
10	COC(C(=O)N/N=C(\C)c1ccc(C(C)(C)C)cc1)c1ccccc1 (stereo unspecified)	0.1	-6	-5	0.0	-1	-3	-8	-2

Continuation:
No.	Molecule	XiGFP reactiv	esBAF inh	EWS-Fli block	E-sel inducer	FN deposition inh	S100A4 MyoIIA	RAD54 inh	RAD52 anneal inh
13	Fc1ccc(CCNC(=S)Nc2ccc(F)cc2)cc1	-0.1	/	-52	10	0	-13	-5	-19
14	O=C(CSc1cc(Cl)ccc1Cl)NCCN1C(=O)CSC1=O	0.0	-4	1	1.8	10	11	-5	-21
15	Cc1cccc(OCc2nnc(SCC(=O)Nc3nccs3)o2)c1	-0.2	0	7	0.6	-10	0	/	-27
16	CC(C)CN(c1ccccc1)S(=O)(=O)c1nnc(NC(=O)C(C)C)s1	0.0	-5	15	0.0	-9	-5	-2	-4
17	COc1ccc(-c2cc(C(=O)NCCN3CCOCC3)c3cc(C(C)C)ccc3n2)cc1	0.0	5	/	/	-18	0	-21	-2
18	CCOC(=O)Cn1c(C)[n+](CC(=O)c2ccccc2)c2ccccc21	0.1	-5	-4	12	-8	-5	-5	-5
19	COc1ccc(Cl)cc1S(=O)(=O)N(C)CC(=O)NCCCn1ccnc1	0.4	-3	-3	/	2	2	2	-12
20	COc1cccc(/C=N/NC(=O)C(=O)N2CCCC2)c1	/	2	-27	/	/	2	-4	-17
21	O=C(COC(=O)COc1ccccc1)NC1CCS(=O)(=O)C1 (stereo unspecified)	0.1	/	9	0.8	-1	-11	-1	9
22	CNC[C@H]1Oc2ccc(NC(=O)Nc3ccc(F)cc3)cc2C(=O)N([C@H](C)CO)C[C@@H]1C	0.0	2	-4	0.1	3	-4	-5	12
23	CCOc1ccc(NC(=O)COC(=O)C2CC2C)cc1 (stereo unspecified)	0.0	/	-19	0.0	-4	-1	/	-7
24	COc1ccccc1C#Cc1ccc2c(c1)O[C@H](CN(C)C(C)=O)[C@@H](C)CN([C@H](C)CO)S2(=O)=O	0.6	-1	-4	-0.3	21	-8	9	-6
25	COc1ccc(S(=O)(=O)N(C)CC(=O)NCCCn2ccnc2)cc1Cl	0.1	-2	-1	0.1	8	-2	13	-10
26	CC(=O)Nc1ccc(S(=O)(=O)c2ccnc3cc(Cl)ccc23)cc1	0.0	/	4	/	11	-1	2	-11
27	COc1cccc(NC(=O)N[C@H]2CC[C@H](CC(=O)N3CCN(C)CC3)O[C@@H]2CO)c1	0.5	-7	-3	-0.1	-8	5	-6	1
28	CC(C)OC(=O)CSc1nc2c(c(C3CC=CCC3)c1C#N)CCC2 (stereo unspecified)	/	-2	10	/	/	-1	-2	-1
29	CC1(C(=O)N2CCOCC2)CCCCC1	0.0	-4	-3	/	4	5	7	-5
30	CC=Cc1ccc2n(c1=O)C[C@@H]1[C@@H](CO)[C@H](C(=O)NCc3ccc(F)cc3)[C@H]2N1S(C)(=O)=O (mixture of isomers)	0.0	-3	-1	-0.2	/	7	3	-16
31	Cc1ccccc1-c1ccccc1[C@@H]1[C@@H](C#N)N(C(=O)c2cccc(F)c2)[C@H]1CO	0.2	/	-2	0.0	-10	6	/	-5
32	Cc1ccc(C2=NS(=O)(=O)N(C)C(C(=O)N(C)C3CCCCC3)=C2)cc1	0.1	-7	3	-0.8	6	7	-2	-5
33	CCC(=O)N1[C@@H](CO)[C@H](c2ccccc2)[C@@H]1CN(C(C)C)S(C)(=O)=O	0.0	-3	3	0.0	2	7	-4	-17
34	C[C@H]1CN([C@@H](C)CO)C(=O)CCCn2cc(nn2)CO[C@@H]1CN(C)C(=O)Nc1ccc2c(c1)OCO2	0.2&-0.1	20&6&10	-28&-7&-10	-0.7&0.6	-2	0&-5	6&-5	-12&8
35	CC(C)Oc1ccc(CCc2nnc(SC(C)C(=O)O)n2-c2ccccc2)cc1 (stereo unspecified)	0.0	2	-3	/	5	-6	/	-13
36	COC(=O)C(Cc1c[nH]c2ccccc12)NC(=O)c1cccc(S(=O)(=O)N2CCCCC2)c1 (stereo unspecified)	0.1	-2	4	6.3	-2	2	10	6
37	COc1nccnc1NS(=O)(=O)c1ccc(NC(=S)NC(=O)c2ccccc2)cc1	0.1	/	/	0.0	1	/	-7	/
38	CN1C(=O)N[C@@H]2c3ccccc3O[C@@]1(C)[C@@H]2COC(=O)c1ccccc1	/	/	-3	/	/	10	11	12
39	CN1C(=O)c2cc(NS(=O)(=O)c3cccc(F)c3)ccc2OC[C@@H]2O[C@@H](CC(=O)O)CC[C@H]21	-0.1	-5	-6	0.0	5	-7	11	-8
40	C[C@H](CO)N1C[C@H](C)[C@H](CN(C)S(=O)(=O)c2ccccc2F)OCc2ccccc2-c2c(n(C)c3ccccc23)C1=O	-1.0	-4	5	-0.2	-9	10	5	6
41	COCC(=O)N1CC2(C1)[C@@H](c1ccc(-c3ccccc3)cc1)[C@@H](CO)N2C(C)=O	0.2	/	7	0.1	5	-11	/	-15
42	Cc1nc(-c2ccc(S(=O)(=O)NCc3ccccn3)s2)cs1	0.0	1	-6	/	7	-1	4	-10
43	Cc1cc(C(=O)NCC(=O)OCC(=O)N(C)C2CCCCC2)ccc1[N+](=O)[O-]	0.2	-4	-2	0.2	-7	7	/	-10
44	CCCCCCCCN1C(=O)[C@@H](CC(=O)N2CCCCC2)C[C@@]2(C(=O)OC)C1=C[C@H](C1CCCC1)O[C@@H]2C	-0.1	/	20	-0.3	-3	-4	/	-5
45	CCc1ccc(S(=O)(=O)N2CCN(c3ncccn3)CC2)cc1	-0.1	-6	21	/	-5	4	-2	-15
46	Cc1nc2scc(C)n2c(=O)c1S(=O)(=O)N1CCN(c2ccccn2)CC1	0.2	4	-1	-0.1	0	-6	1	-16
47	COC(=O)c1ccc2c(=O)n(CCN3CCOCC3)c(SCC(=O)Nc3ccc(OC)cc3OC)nc2c1	0.0	-3	/	0.0	-1	2	-4	-5
48	O=C(OCC(=O)N1CCCC1=O)c1ncc(Cl)c(Cl)c1Cl	1.0	-2	-6	/	-3	-6	-7	-2
49	COCC(=O)N1[C@H](C#N)[C@@H](c2ccccc2-c2ccccc2)[C@H]1CO	0.0	/	-2	0.0	-3	-1	/	3
50	CCCCNC(=O)C1CCC(CNS(=O)(=O)c2ccc(C)cc2)CC1 (stereo unspecified)	0.0	/	2	/	4	-3	/	-3
51	O=S(=O)(Nc1ccc(-c2cn3c(n2)SCC3)cc1)c1cccs1	0.3	/	-27	/	0	-5	/	-72
52	CC(C)C(NC(=O)/C=C/c1cccc([N+](=O)[O-])c1)C(C)C	-0.1	/	3	0.0	-2	0	/	-14
53	COc1cc(CNC2CCCc3ccccc32)cc(OC)c1OC (stereo unspecified)	-0.1	/	11	-0.9	-3	-5	-4	-22
54	C[C@@H]1CN([C@H](C)CO)C(=O)Cc2cc(NC(=O)CCN3CCOCC3)ccc2O[C@H]1CN(C)C(=O)Nc1ccccc1	-0.1	2	-5	1.9	/	6	-1	-11
55	C[C@H](CO)N1C[C@H](C)[C@H](CN(C)Cc2ccccc2)Oc2ccc(NC(=O)Nc3ccc(C(F)(F)F)cc3)cc2C1=O	-0.3	3	-1	0.0	/	-7	-10	-9
56	CCCc1cc(-c2ccc3c(c2)COc2c4ccccc4nn2-3)on1	0.0	-8	21	/	-10	11	-13	-2
57	CC1CC(C)CN(C(=O)CCNS(=O)(=O)c2cccs2)C1 (stereo unspecified)	0.1	/	-8	/	6	-1	-1	-21
58	FC(F)(F)c1ccccc1Cc1c(-c2cccc(Cl)c2)nc2ccc(Cl)cn12	/	56*	-50	4.1	-2	-1	8	-36
59	CC(C)C[C@H]1CN(CCCC[C@H]2CNC(=O)C(=O)N2Cc2ccccc2)C(=O)C(=O)N1CC1CCCCC1	-0.1	/	-6	-0.4	5	-5	/	-19
60	C[C@@H]1CN([C@H](C)CO)C(=O)c2cccc(NC(=O)c3ccncc3)c2O[C@@H]1CN(C)S(=O)(=O)c1cn(C)cn1	0.0	3	-5	-0.7	/	-21	-1	2

High-throughput results (PubChem)
